PTHR1 ag: PTHR1 (human) receptor agonism. Potency, µM (top dose mostly 115 µM), inactives show top-dose activation, most hits filed as activators. Q03431. AID 743266. HEK293 GP2 PTHR1 cells, GloSensor cAMP luminescence, 1 h. 410,000 tested, 0.075% active; note: potency is the fitted concentration of half-maximal effect; nearly all actives have a fitted effect of over 55% in size; some results filed as inactive show a strong effect at the top dose; inactives centre near -15; many of its hits are not listed in these tables
Target sequence (Q03431 whole entry, looked up): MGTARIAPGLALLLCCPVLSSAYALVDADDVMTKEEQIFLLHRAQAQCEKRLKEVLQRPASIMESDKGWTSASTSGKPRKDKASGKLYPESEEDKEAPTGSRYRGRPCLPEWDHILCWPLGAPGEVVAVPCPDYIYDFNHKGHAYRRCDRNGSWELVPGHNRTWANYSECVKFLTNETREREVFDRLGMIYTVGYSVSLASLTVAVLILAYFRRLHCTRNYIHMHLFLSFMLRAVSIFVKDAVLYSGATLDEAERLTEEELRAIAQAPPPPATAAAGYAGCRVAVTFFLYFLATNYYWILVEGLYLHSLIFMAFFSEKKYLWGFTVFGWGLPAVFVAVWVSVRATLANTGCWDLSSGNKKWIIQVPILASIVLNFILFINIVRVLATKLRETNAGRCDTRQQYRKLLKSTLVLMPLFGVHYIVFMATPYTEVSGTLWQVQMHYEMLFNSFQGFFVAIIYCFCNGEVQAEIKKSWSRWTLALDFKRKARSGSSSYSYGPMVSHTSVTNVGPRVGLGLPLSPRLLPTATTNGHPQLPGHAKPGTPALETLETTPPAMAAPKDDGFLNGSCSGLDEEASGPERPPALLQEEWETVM
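HEK-293-derived GP2 cells expressing PTHR1 and a GloSensor cAMP reporter, 3,000/well, plated overnight, given luciferin plus IBMX (each 0.5 mM as added) for 1 h at 37 °C, then compound for 1 h at 37 °C. Luminescence was read after 15 min at room temperature.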
EPAC2 ag: EPAC2 (human) agonism. Q8WZA2. EPAC2 activation, biochemical qHTS; response scale: 100% = 6.5 mM cAMP response. Potency, µM (doses to about 154 µM), without a hit: top-dose activation, usual class: activators. 360,000 tested, 0.079% active; note: potency is the fitted concentration of half-maximal effect; nearly all actives have a fitted effect of over 50% in size
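Each well held 100 nM EPAC2, 250 nM RAP1B-BODIPY-GDP and 50 uM GDP. Fluorescence, read at 5-min intervals to 30 min, was referenced to a 6.5 mM cAMP positive control.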
D3 antag: D3 dopamine receptor (human) antagonism; P35462; D3R cells, DiscoveRx beta-arrestin luminescence, antagonist mode; active compounds read low; max response, negative = inhibition, %; 360,000 tested, 2.5% active; AID 652054; in the data active = max response below about -50%; inconclusive = no clear call, values can overlap the other calls; note: % is set by controls: 0 for no effect and ±100 for the full control effect; mostly tested at two doses, the higher about 12 µM
Target sequence (P35462 whole entry, looked up): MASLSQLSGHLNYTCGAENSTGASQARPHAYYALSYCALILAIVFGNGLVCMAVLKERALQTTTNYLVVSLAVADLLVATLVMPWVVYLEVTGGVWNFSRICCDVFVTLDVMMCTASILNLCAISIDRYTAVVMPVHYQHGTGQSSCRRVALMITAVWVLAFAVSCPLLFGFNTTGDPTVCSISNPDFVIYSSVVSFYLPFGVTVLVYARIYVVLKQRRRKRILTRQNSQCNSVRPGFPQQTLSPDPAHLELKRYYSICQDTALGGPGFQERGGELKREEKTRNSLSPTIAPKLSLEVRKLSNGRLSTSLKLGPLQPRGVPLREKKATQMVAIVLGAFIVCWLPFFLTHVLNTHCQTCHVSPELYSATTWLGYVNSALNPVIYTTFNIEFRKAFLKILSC
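Cells plated overnight at 1500 cells/well, then exposed to library compounds with dopamine controls for 90 minutes at 37 degrees C. DiscoveRx reagent added for 30–60 minutes at room temperature; luminescence read, quantitative HTS format.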
pAkt inh: Akt phosphorylation inhibition; Neuro2A IGF-stimulated pAkt S473 HTRF, 20 min; active compounds read low; 360,000 tested, 0.32% active; activity change, % for hits at 50 µM; in the data active = activity change below about -80%; inconclusive = mostly about -51% to -80%; note: % is set by controls: 0 for no effect and ±100 for the full control effect
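Neuro2A cells (4,500/well, DMEM with 0.5% FBS) were treated with compound at a single 50 µM final concentration, stimulated with 6 nM IGF for 20 min at 37 °C, and lysed. Phospho-Akt Ser473 was read by HTRF as 665/615 ratio ×10^4.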
CCT modulator: modulators of cytosolic chaperonin (CCT/TRiC) activity; activity change, % (no concentration beside the values), hits read low; 360,000 tested, 0.3% active; AID 651819; purified chaperonin ATPase assay, HTRF ADP detection, 30 min; in the data active = activity change below about -30%; note: % is set by controls: 0 for no effect and ±100 for the full control effect
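TRiC (40 or 20 nM final, by batch activity) in 30 mM Tris pH 7.4, 100 mM KCl, 5 mM MgCl2, 1 mM DTT was treated with compound at 76 uM single dose, then 10 uM ATP, 30 min at 37 °C. ADP was read by HTRF Transcreener.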
Mm-Cpn inhibitor: inhibitors of Methanococcus maripaludis chaperonin (MmCpn) | purified Mm-Cpn ATPase, ADP Transcreener TR-FRET | Potency, µM (series often up to 76.9 µM), for the others: at the highest dose activity, negative = inhibition, actives largely listed as inhibitors | 330,000 tested, 0.031% active; note: potency is the fitted concentration of half-maximal effect; % is set by controls: 0 for no effect and ±100 for the full control effect; nearly all actives have a fitted effect of over 80% in size
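Purified archaeal Mm-CPN (25nM final) preincubated 10 min at 37degC with compound, then 10uM ATP for 30 min at 37degC; ADP measured by HTRF Transcreener TR-FRET; buffer 30 mM TRIS pH 7.4, 100mM KCl, 5mM MgCl2, 1mM DTT.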
EPAC2 antagonist: blocks human EPAC2 exchange factor; Potency, µM (doses to about 114 µM), inactives show at the top dose activity, negative = inhibition, actives largely listed as inhibitors; 360,000 tested, 0.18% active; Q8WZA2; EPAC2 GEF exchange of Rap1B-BODIPY-GDP, fluorescence; note: potency is the fitted concentration of half-maximal effect; % is set by controls: 0 for no effect and ±100 for the full control effect; nearly all actives have a fitted effect of over 45% in size; many of its hits are not listed in these tables
D3 ag: activates the human D3 dopamine receptor; P35462; D3R DiscoveRx beta-arrestin cells, luminescence, 90 min; max activation, %; 410,000 tested, 0.58% active; in the data active = max activation above about 30%; note: 0% is about no effect; mostly tested at two doses, the higher about 12 µM
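Cells at 1500/well, incubated overnight, then treated with pinned compounds (dopamine as control) for 90 min at 37 degrees C. DiscoveRx reagent added for 30 - 60 minutes at room temperature; luminescence read.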
* marks the source's active call; other numbers are inactive results; i = inactive; ? = inconclusive; . = not tested or not shown; [ ] = dose if it differs, or a comment. Unless noted, calls come from the whole dose curve; as a rule, active = well fitted curve in the direction sought with a large enough effect; inconclusive = small, poorly fitted or top-dose-only effect, or another doubt; inactive = no such curve, though single readings can be large; an effect the other way counts as inactive or inconclusive.

Structure,PTHR1 ag,EPAC2 ag,D3 antag,pAkt inh,CCT modulator,Mm-Cpn inhibitor,EPAC2 antagonist,D3 ag
Cc1ccc(S(=O)(=O)N2CC3C(=O)CC(c4ccccc4)N(S(=O)(=O)c4ccc(C)cc4)C3CC2c2cccc(Cl)c2)cc1 (stereo not drawn),-22%,10%,6,i,.,.,-2%,3
Cc1ccc(N/C(N)=N/c2nc(C(F)(F)F)cc(C(F)(F)F)n2)cc1,-48%[inhibitor],-7%,36,i,-0.2,3%,0%,3
OC(COCc1ccccc1)CN1CCCC1 (stereo not drawn),i,7%,2,i,-4.1,-2%,6%,8
Cc1ccc(F)c(S(=O)(=O)NC(=O)C2(C)CCN2C(=O)Cc2ccccc2)c1 (stereo not drawn),i,0%,39,i,0.8,.,-7%,2
CSc1ccccc1C(=O)N(C)Cc1ccccc1,-10%,-5%,-5,i,2.1,-4%,-2%,-11
Clc1ccc(-c2ccc(CNCc3ccccn3)o2)cc1,-33%[inhibitor],-2%,-69*,i,1.9,-1%,-8%,-22
COc1ccc(CNC(=O)Cn2cnc3c(NCc4ccccc4)ncnc32)cc1,-39%[inhibitor],-4%,?,i,0.4,1%,-19%,-3
Cc1c(CNC2CCCC2)c(C(=O)O)c(C)n1Cc1ccccc1,-21%,2%,8,i,2.1,1%,4%,2
COc1ccc(-n2c(COc3ccc(Cl)cc3Cl)n[nH]c2=S)cc1,i,0%,-6,i,-1.3,.,5%,2
CCOC(=O)c1c(C)[nH]c(C)c1C(=O)CSc1nc2ccccc2c(=O)n1-c1ccc(C)cc1,i,-5%,-7,i,-2.6,-3%,3%,1
COc1cc(CNc2ccc(CNc3ncn[nH]3)cc2)ccc1OCC(=O)NC(C)(C)C,-27%,13%,26,i,-1.9,-1%,3%,5
CCCn1c(N)c(N(CCOC)C(=O)c2ccc(C#N)cc2)c(=O)[nH]c1=O,-14%,4%,-14,i,-1.1,0%,21%,-11

Sorted by SMILES length (lowest first): 9 of the compounds above
Structure,PTHR1 ag,EPAC2 ag,D3 antag,pAkt inh,CCT modulator,Mm-Cpn inhibitor,EPAC2 antagonist,D3 ag
CSc1ccccc1C(=O)N(C)Cc1ccccc1,-10%,-5%,-5,i,2.1,-4%,-2%,-11
Clc1ccc(-c2ccc(CNCc3ccccn3)o2)cc1,-33%[inhibitor],-2%,-69*,i,1.9,-1%,-8%,-22
COc1ccc(-n2c(COc3ccc(Cl)cc3Cl)n[nH]c2=S)cc1,i,0%,-6,i,-1.3,.,5%,2
COc1ccc(CNC(=O)Cn2cnc3c(NCc4ccccc4)ncnc32)cc1,-39%[inhibitor],-4%,?,i,0.4,1%,-19%,-3
Cc1ccc(N/C(N)=N/c2nc(C(F)(F)F)cc(C(F)(F)F)n2)cc1,-48%[inhibitor],-7%,36,i,-0.2,3%,0%,3
CCCn1c(N)c(N(CCOC)C(=O)c2ccc(C#N)cc2)c(=O)[nH]c1=O,-14%,4%,-14,i,-1.1,0%,21%,-11
Cc1ccc(F)c(S(=O)(=O)NC(=O)C2(C)CCN2C(=O)Cc2ccccc2)c1 (stereo not drawn),i,0%,39,i,0.8,.,-7%,2
CCOC(=O)c1c(C)[nH]c(C)c1C(=O)CSc1nc2ccccc2c(=O)n1-c1ccc(C)cc1,i,-5%,-7,i,-2.6,-3%,3%,1
Cc1ccc(S(=O)(=O)N2CC3C(=O)CC(c4ccccc4)N(S(=O)(=O)c4ccc(C)cc4)C3CC2c2cccc(Cl)c2)cc1 (stereo not drawn),-22%,10%,6,i,.,.,-2%,3

(next part)
Structure,PTHR1 ag,EPAC2 ag,D3 antag,pAkt inh,CCT modulator,Mm-Cpn inhibitor,EPAC2 antagonist,D3 ag
CCOC(=O)Cc1csc(NC(=O)CS(=O)(=O)Cc2ccccc2)n1,i,4%,-23,i,-2.6,1%,-1%,-6
CCCCNC(=O)/C(=C/c1ccccc1)NC(C)=O,-1%,9%,-20,i,-1.1,0%,2%,5
O=S(=O)(NN1CCOCC1)c1ccc(Br)s1,-26%,6%,-7,i,2.1,1%,6%,0
O=S(=O)(NCC1CCCO1)c1cccc(C(F)(F)F)c1 (stereo not drawn),i,1%,-17,i,2.6,2%,10%,-3
COc1ccc(N2CC(O)(c3ccc(F)cc3)[N+]3=C2CCCC3)cc1 (stereo not drawn),i,11%,?,i,-0.7,0%,-1%,1
CN(C(=O)c1cc(COc2ccc(F)cc2Cl)on1)C1CCOC1 (stereo not drawn),-10%,4%,28,i,1.6,.,9%,-8
CC(C=NNC(=O)C(=O)NN=CC(C)=Cc1ccccc1)=Cc1ccccc1,i,8%,0,i,-1.2,.,12%,8
Cc1ccccc1CNC(=O)C(=O)NCC1OCCCN1S(=O)(=O)c1cccs1 (stereo not drawn),i,13%,-10,i,-1.2,1%,0%,-1
COC(=O)CCC(=O)NC(=S)Nc1ccccc1F,28%,6%,8,i,1.2,-1%,7%,-8
COc1ccc(NC(=S)NC23CC4CC(CC(C4)C2)C3)cc1OC,10%,4%,5,i,0.4,1%,26%,7
CCOC(=O)c1c(N/N=C/c2cccnc2)n[nH]c1C,-2%,1%,3,i,0.4,0%,9%,2
CC(=O)Nc1ccc(S(=O)(=O)N(C)c2nc3ccccc3nc2Cl)cc1,-54%[inhibitor],8%,-9,i,-2.2,-1%,-5%,-17
COc1ccc(-c2csc(NC(=O)CSc3nc4ccccc4c(=O)[nH]3)n2)cc1,-12%,14%,8,i,-3.6,-2%,-4%,15
CC(=O)N1N=C(N)SC1c1cccc([N+](=O)[O-])c1 (stereo not drawn),i,3%,13,i,-3.3,-2%,3%,3
CC1=C(C(=O)N(C)C)CC(CC(=O)NC(c2ccccc2)c2ccccc2)C(=O)N1Cc1ccccc1 (stereo not drawn),-11%,12%,-4,i,-48*,.,0%,-8
CC1CCCN(S(=O)(=O)c2ccc(S(=O)(=O)N3CCCC3)cc2)C1 (stereo not drawn),i,1%,-6,i,0.2,0%,0%,1
NC(=O)CC[C@@H]1NC(=O)[C@@H]2CCCN2C(=O)c2cc([N+](=O)[O-])cc(F)c2NCCC[C@@H](C(N)=O)NC1=O,-14%,3%,-23,i,0.1,-1%,10%,-1
O=C(NC1CCCC1)C(c1ccncc1)N(C(=O)c1csnn1)c1ccc(F)c(Cl)c1 (stereo not drawn),i,6%,10,i,-2.3,0%,1%,7
COc1ccc(OC)c(-n2c(C)ccc2-c2ccc(S(C)(=O)=O)cc2)c1,i,4%,-3,i,1.4,-2%,5%,2
CCOC(=O)Cc1cc(=O)n2[nH]c(C)c(-c3ccccc3OC)c2n1,i,8%,-4,i,1.0,3%,1%,-1
Cc1nc(CSc2n[nH]c(=O)n2-c2ccccc2)cs1,-25%,1%,-9,i,0.9,0%,10%,0
CC1=CC(C)C(C[N+]2(C)CCCCC2)C(C)C1 (stereo not drawn),i,10%,8,i,-2.2,1%,2%,8
O=C(NCc1ccc(F)cc1)C(c1ccccc1)N(C(=O)c1csnn1)C1CCCC1 (stereo not drawn),i,7%,14,i,0.8,1%,-6%,13
COc1cccc(N(CC(=O)N2CCN(Cc3ccccc3)CC2)S(C)(=O)=O)c1,-7%,8%,12,i,0.2,.,-13%,-6
Cc1cc(NC(c2cccnc2)c2c(C)[nH]c3ccccc23)no1 (stereo not drawn),i,13%,-8,i,-0.8,-10%,-6%,-4
Cc1cc(C)cc(Cn2cc(CN3CC(N4CCN(C)CC4)CS3(=O)=O)nn2)c1 (stereo not drawn),-21%,7%,?,i,0.0,.,0%,2
COc1cc(OC)nc(Oc2ccccc2/C=N/O)n1,-24%,6%,22,i,1.1,.,-29%,5
COc1ccc(NS(=O)(=O)c2cccc(C(=O)NCC(c3ccccc3)N(C)C)c2)cc1 (stereo not drawn),-6%,-2%,?,i,-3.3,1%,4%,-33
COc1cc(C(=O)NCC(=O)NCCSc2ccc(Br)cc2)cc(OC)c1OC,-37%,1%,13,i,-2.1,-2%,4%,8
CC(=O)Nc1ccc(C)cc1NC(C)=O,-16%[57.5 µM],2%,10,i,0.7,1%,13%,-9
Cc1cc(S(=O)(=O)Nc2ccc(C(=O)NCC(c3ccco3)N(C)C)cc2)ccc1F (stereo not drawn),-23%,-4%,-9,i,1.8,-1%,6%,-5
CN(C)S(=O)(=O)c1cccc(NC(=O)c2ccc(COc3ccccc3)cc2)c1,-45%[inhibitor],7%,37,i,0.3,-9%,-5%,-5
O=C(CCN1C(=O)/C(=C/c2ccc(F)cc2)SC1=S)NCCc1ccc(O)cc1,-23%,-2%,11,i,-1.6,3%,6%,-4
COc1ccc(C2=NOC(C(=O)Nc3c(C)n(C)n(-c4ccccc4)c3=O)C2)cc1OC (stereo not drawn),-10%,19%,?,i,-2.5,0%,8%,-7
COc1ccccc1NS(=O)(=O)c1cccc(C(=O)N2CCN(C(=O)c3ccco3)CC2)c1,i,7%,11,i,-1.0,2%,7%,5
COc1cc(C2c3sc(=O)[nH]c3SC3C(=O)N(c4ccc(Br)cc4)C(=O)C32)ccc1O (stereo not drawn),-7%,-7%,-9,i,-2.2,0%,-4%,-4
Cc1ccc(-n2c(-c3nn(C)cc3Cl)n[nH]c2=S)cc1,-19%,-2%,-16,i,-1.1,-6%,0%,-6
CCCc1ccc2oc(C(=O)NCc3nnc(C)o3)c(C)c2c1,-73%[inhibitor],-1%,5,i,1.1,1%,8%,-16
Cc1cc(C)n(-c2ccc(C(=O)OCC(=O)NCc3ccc(F)cc3)cc2)n1,i,0%,-2,i,-6.6,-1%,-3%,8
COc1ccc(NC(=O)NCCN2CCCCC2)cc1,i,5%,-6,i,-1.7,-2%,3%,-4
COc1ccccc1Oc1ccnc2cc(Cl)ccc12,-24%,6%,10,i,1.2,1%,40µM*,1
O=C(Nc1nccs1)c1ccccn1,-19%,6%,4,i,-3.5,3%,5%,-1
O=C(Cc1c[nH]c2ccccc12)N1CCN(c2ccccc2)CC1,3%,14%,-9,i,0.2,4%,-5%,-8

Bioassay records from PubChem.

These rows are one share of the data; the hit share may differ from the screen's.
